Screening data (PubChem BioAssay)
S1P4 ag = agonists of human S1P4 receptor; O95977; S1P4-expressing cell line, agonist reporter assay; activation, % at 4.98 µM; 220,000 compounds, 0.35% hits; in the data active = activation above about 11%;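 note: 0% = DMSO vehicle and 100% = reference agonist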
Target sequence (O95977 whole entry, looked up): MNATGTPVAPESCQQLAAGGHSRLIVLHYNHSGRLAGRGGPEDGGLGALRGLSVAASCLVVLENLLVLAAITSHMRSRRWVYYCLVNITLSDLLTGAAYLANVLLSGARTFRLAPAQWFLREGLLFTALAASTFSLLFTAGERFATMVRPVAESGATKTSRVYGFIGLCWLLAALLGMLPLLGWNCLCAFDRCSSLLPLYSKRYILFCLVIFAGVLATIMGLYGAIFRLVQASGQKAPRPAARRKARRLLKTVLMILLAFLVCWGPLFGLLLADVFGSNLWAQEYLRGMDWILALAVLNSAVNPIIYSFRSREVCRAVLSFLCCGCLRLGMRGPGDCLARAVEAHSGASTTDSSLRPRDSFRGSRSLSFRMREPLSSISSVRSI
NPY Y1 blocker = antagonists of human neuropeptide Y receptor Y1; inhibition, % at 3.6 µM; HEK293-CNG Y1 cells, membrane potential fluorescence; NPY at EC95, then isoproterenol; 200,000 compounds, 1% hits; P25929;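 active = inhibition above the campaign mean inhibition of all tested compounds plus 3 SD, cut at about 20% in these data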;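 note: 0% = DMSO wells given NPY plus isoproterenol and 100% = isoproterenol alone without NPY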
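Material: HEK293 cells with Y1 receptor plus CNG channel; times: compound incubation 1 h at room temperature, readout 45 min post-stimulation; signal: fluorescence, membrane potential probe; read-out basis: fluorescence ratio normalized to % inhibition between controls; benchmarks: full-block control isoproterenol-only wells, zero-block control NPY plus isoproterenol wells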
NPY2 pot ag = human NPY-Y2 potentiation or agonism, primary screen; P49146; cells expressing NPY-Y2, potentiator/agonist read-out; activation, % at 3.6 µM; 220,000 compounds, 0.45% hits; AID 1359; in the data active = activation above about 27%;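 note: cells stimulated with NPY near EC25 plus isoproterenol at EC100; 0% = vehicle plus submaximal agonist and 100% = vehicle plus saturating agonist; some results beyond the cut were filed as inactive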
NPY1 pot ag = potentiators or agonists of human neuropeptide Y receptor Y1; P25929; NPY-Y1 expressing cells, potentiator/agonist activation; activation, % at 3.6 µM; 220,000 compounds, 0.37% hits; AID 1304; in the data active = activation above about 33%, passing the limit was not always enough;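 note: cells stimulated with NPY at EC10 then isoproterenol at EC100; 0% = low agonist plus stimulus and 100% = saturating agonist plus stimulus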
CHOP inhibitor = CHOP inhibition in unfolded protein response; 220,000 compounds, 3.8% hits; AID 2732; CHO-K1 CHOP-promoter luciferase, tunicamycin-induced, 15-18 h; inhibition, % at 10 µM;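 active = compounds that reduced the stress-induced luciferase reporter signal by more than about 70% of percent inhibition, limit read from the data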;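 note: 0% = tunicamycin plus vehicle and 100% = wells without tunicamycin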
TRPML3 ag = activates the human TRPML3 channel; HEK293 TRPML3-YFP, Fluo-8 calcium fluorescence; 100% = the carbachol control signal; activation, % at 3 µM; 220,000 compounds, 0.29% hits;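 active = activation above its plate's cutoff, the mean activation of the plate's test wells plus 3 SD, cut at about 12% in these data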;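 note: 0% = DMSO only wells and 100% = carbachol wells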
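system = HEK293 cells stably carrying human TRPML3-YFP | doses = one concentration, 3 µM nominal, 0.3% DMSO | timing = dye loading 1 h 37 °C then 30 min ambient, 125 s read | detection = Fluo-8 calcium dye fluorescence, ex 470-495, em 515-575 nm | benchmarks = high control carbachol 87 µM, low control DMSO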
S1P4 antag = blocks the human S1P4 receptor; 220,000 compounds, 0.26% hits; O95977; S1P4-expressing cells, antagonist mode, reporter read-out; inhibition, % at 4.98 µM; AID 1510; in the data active = inhibition above about 29%;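 note: 0% = wells stimulated with agonist and 100% = vehicle wells without agonist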
zfTRPN1 agonist = activates the zebrafish TRPN1 channel | HEK293 zebrafish TRPN1-YFP, Fluo-8 calcium fluorescence; 100% = response to 87 µM carbachol | activation, % at 3 µM | 220,000 compounds, 0.18% hits;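 active = activation above its plate's cutoff, the mean activation of test wells on that plate plus 3 SD, cut at about 19% in these data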;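 note: 0% = DMSO alone and 100% = 87 µM carbachol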
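Control set: carbachol 87 µM as high control, DMSO as low control; system: HEK293 stable line with zebrafish TRPN1-YFP; read-out: % activation versus carbachol response; detection: intracellular calcium fluorescence with Fluo-8; doses: single test compound dose, 3 µM nominal, 0.3% DMSO; schedule: dye 1 h 37 °C plus 30 min RT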
EP2 mod = EP2 receptor (human) modulation; P43116; EP2-expressing cells, cAMP HTRF FRET, PGE2 co-stimulation; induction, % at 25 µM; 260,000 compounds, 0.83% hits; AID 940;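 active = compounds whose cAMP rise, as percent of the full-agonist control response, exceeds 60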;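 note: rat C6 glioma line stably carrying human EP2 under a CMV promoter; the protocol text gives 20 µM as final concentration; 100% = response of wells given 1 µM PGE2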
Target sequence (P43116 whole entry, looked up): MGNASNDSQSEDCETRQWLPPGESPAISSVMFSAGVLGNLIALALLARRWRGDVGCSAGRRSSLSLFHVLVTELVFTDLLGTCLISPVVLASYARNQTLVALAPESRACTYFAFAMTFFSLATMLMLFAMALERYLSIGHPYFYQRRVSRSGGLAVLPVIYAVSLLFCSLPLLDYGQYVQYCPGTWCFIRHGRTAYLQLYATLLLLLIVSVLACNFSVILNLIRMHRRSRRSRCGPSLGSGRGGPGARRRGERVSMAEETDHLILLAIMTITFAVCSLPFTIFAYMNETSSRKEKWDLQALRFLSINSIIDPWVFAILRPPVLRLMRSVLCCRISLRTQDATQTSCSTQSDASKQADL
Numbers without * were called inactive; · = not tested or not shown.

SMILES	S1P4 ag	NPY Y1 blocker	NPY2 pot ag	NPY1 pot ag	CHOP inhibitor	TRPML3 ag	S1P4 antag	zfTRPN1 agonist	EP2 mod
Nc1cc(S(=O)(=O)O)cc([N+](=O)[O-])c1O	0.9	-3	5	-1	4	1.1	-6	0.1	30
CCC(Sc1nc(=O)cc(N)n1CCc1ccccc1)C(=O)Nc1ccccc1C#N (configuration not stated)	0.5	7	-9	3	26	0.5	-8	0.1	12
CCCn1c(=O)c(/C(N)=N/O)nn(-c2cccc(C(F)(F)F)c2)c1=O	1.4	·	-5	-3	-3	-0.3	-6	0.3	3
O=C(Oc1c(-c2ccco2)oc2ccccc2c1=O)c1cccnc1	-1.1	1	-10	10	49	2.3	0	1.5	1
CCOC(=O)c1cnc(-n2nc(C)cc2C)nc1NCc1ccc2c(c1)OCO2	0.2	17	-6	-26	87*	3.6	11	0.6	56
CCc1onc(C)c1C(=O)Nc1ccc2c(c1)OCO2	0.3	-2	-5	2	-15	1.0	-10	0.9	28
O=C(N/C=C/n1cnc2cc(C(F)(F)F)ccc21)c1ccccc1F	1.2	-2	-11	-7	2	0.2	-9	-0.1	-16
COC(=O)N1CC=CC1(C)C(=O)NCc1cc(F)cc(C(F)(F)F)c1 (configuration not stated)	0.1	0	-5	-2	6	0.2	11	-0.2	27
COc1ccc(C)cc1NC(=O)C1COc2ccccc2O1 (configuration not stated)	0.5	8	-12	5	18	-0.1	1	-1.9	37
O=C(NCc1ccco1)C1CC(=O)N(c2ccc(O)cc2)C1 (configuration not stated)	0.4	13	-15	5	-9	0.1	-3	0.4	10
O=P(Cc1ccccc1)(c1ccccc1)c1ccccc1	3.1	3	3	-14	-28	-0.2	-8	-1.1	3
Cn1cnnc1SCC(=O)NCCC(c1ccccc1)c1ccccc1	0.7	4	-25	-23	9	0.4	-3	-0.1	18
Cc1ccc(NS(=O)(=O)c2cc(C(=O)Nc3cccc([N+](=O)[O-])c3)ccc2C)cc1	0.5	-9	8	16	47	-0.4	-13	-0.1	-89
CC1=Nc2cc(Cl)ccc2Oc2ccccc21	0.1	0	-7	-18	8	0.5	4	-0.9	26
CCOC(=O)c1cn(CC)c2cc(F)c(F)cc2c1=O	2.2	·	-7	6	-16	0.0	-4	-0.1	-48
CCOC(=O)c1[nH]c2ccc(F)cc2c1NC(=O)Nc1ccccc1OC	1.0	1	6	-7	48	0.9	-28	1.7	0
O=C1CC(C(=O)Nc2ccc(Br)cc2)C2(CCCC2)O1 (configuration not stated)	1.6	1	8	-6	15	2.1	4	0.6	-46
CCN1CC(CN(C)Cc2cn(-c3cccc(C)c3)nc2-c2cccc(F)c2)CC1=O (configuration not stated)	-1.4	5	-12	-19	-7	-1.6	-14	-1.9	30
CCOc1ccc(-n2c(SCC(=O)Nc3nccs3)nnc2-c2ccoc2C)cc1	-0.4	·	-30	1	20	-1.1	5	-1.8	41
CCN(C(=O)/C=C/c1ccc2c(c1)OCO2)c1ccccc1	-0.8	7	-7	4	15	-0.8	-3	-1.3	53
Cc1ccccc1CSc1nn2c(=O)c(C)nnc2s1	0.9	5	1	5	34	0.2	-10	0.1	-33
Fc1cccc2sc(Nc3nc4cc5c(cc4s3)OCO5)nc12	-0.1	3	0	-18	41	0.9	-5	1.7	-31
Cc1cc(C(=O)NC(C)c2ccccc2)c2cc(F)ccc2n1 (configuration not stated)	0.6	4	-7	-24	29	0.5	-1	-0.2	-1
CC(NC(=O)Nc1ccc(Cl)cc1)C(c1cccs1)N1CCOCC1 (configuration not stated)	-0.1	1	3	8	25	-0.8	-17	-0.8	-32
O=C(CCSc1ccccc1)Nc1ccc(OCc2ccccc2)cc1	2.1	8	5	-5	75*	0.4	-19	0.6	7
CCNc1nc(NCC)n2c(SC(C(=O)Nc3cc(Cl)cc(Cl)c3)c3ccccc3)nnc2n1 (configuration not stated)	0.8	-3	-11	-6	90*	0.9	-12	0.7	9
CC(Nc1nc(N2CCNCC2)nc2ccccc12)c1ccccc1 (configuration not stated)	-1.4	25*	-6	-4	-3	0.3	18	0.2	12
Cc1cc2cc(CNC(=O)Cc3ccc([N+](=O)[O-])cc3)ccc2n1C	-1.9	1	-4	-9	13	0.2	1	-0.1	22
O=C(Oc1ccc(Br)cc1)c1n[nH]c(=O)c2ccccc12	1.4	10	3	-19	44	0.8	-39	0.5	2
Cc1ccc(NC(=O)COC(=O)Cc2csc(-c3ccc(Cl)cc3)n2)cc1C	0.3	-1	4	22	-21	-1.0	-6	-1.7	19
O=C(O)/C=C/c1cn(-c2ccccc2)nc1-c1cccs1	-0.9	3	-6	-14	-2	0.6	-6	0.7	-3
O=C(Oc1ccc(Br)cc1C(=O)/C=C/c1ccccc1F)c1ccco1	1.4	13	-19	-22	·	0.2	41*	-0.2	·
COC(=O)c1ccccc1NCCO	-0.3	·	3	-1	-4	0.4	10	1.6	-21
Cc1cccc(C)c1NC(=O)C(NC=O)c1ccc(N(C)C)cc1 (configuration not stated)	-0.3	-3	0	2	4	-0.1	-16	0.0	1
O=C(Cn1cccc1C(=O)c1ccccc1)NCc1cccnc1	0.7	2	18	4	-25	0.5	0	0.9	11
COc1cc(OC)cc(C(=O)OCc2cc3ccccc3[nH]c2=O)c1	0.7	8	-9	26	85*	0.2	21	0.7	3
Cc1cccc(/C=C2/SC(=O)N(Cc3ccccc3)C2=O)n1	-0.1	4	-12	12	93*	0.1	-7	1.2	49
CC12CCC(C(=O)N3CCN(c4ccccc4)CC3)(CC1=O)C2(C)C (configuration not stated)	-0.9	0	0	-8	-11	0.7	-20	0.9	7
Brc1ccc(C2=Nn3c(Cn4nnc5ccccc54)nnc3SC2)cc1	-0.3	·	7	-2	23	-0.4	-13	-1.1	-10
Cn1c(=O)c2c(SCc3ccccc3)nc(-c3ccco3)nc2n(C)c1=O	0.7	4	-15	11	-14	0.7	-2	0.0	22
COc1ccc(NC(=O)CSc2nnnn2C)cc1	0.9	-1	10	11	-22	0.8	-17	1.4	13
CN(Cc1nc2c(s1)CCCC2)C(=O)CCc1nnc(-c2ccc3c(c2)OCO3)o1	1.1	·	0	-4	5	0.0	9	0.2	-2
O=C1NC(=S)S/C1=C\c1coc2ccc(O)cc2c1=O	1.0	·	2	9	1	-0.2	-6	1.2	-27
O=C(O)CCC(=O)NNC(=O)c1cccs1	2.5	2	-7	-17	-13	-0.2	-2	1.3	22
O=C(c1cc2ccccc2oc1=O)N(Cc1ccco1)CC1CCCO1 (configuration not stated)	0.3	0	10	-1	4	0.3	-5	1.1	-12
CCOc1cc(/C=C/c2ccc3cccc([N+](=O)[O-])c3n2)ccc1O	1.4	-1	-3	-8	50	-1.2	-364	-3.2	40
Cc1cc(C)n(-c2nc(NCc3cccnc3)c3c4c(sc3n2)COC(C)(C)C4)n1	0.9	-5	-8	-5	-6	-1.5	7	-0.3	11
CC(C)(C)c1cc(C(=O)NCCN2CCCC2)cc(C(C)(C)C)c1	1.5	5	-4	-14	33	0.8	0	0.3	-5

Brought forward from above: 4 entries, then new ones.
SMILES	S1P4 ag	NPY Y1 blocker	NPY2 pot ag	NPY1 pot ag	CHOP inhibitor	TRPML3 ag	S1P4 antag	zfTRPN1 agonist	EP2 mod
O=C(c1cc2ccccc2oc1=O)N(Cc1ccco1)CC1CCCO1 (configuration not stated)	0.3	0	10	-1	4	0.3	-5	1.1	-12
CCOc1cc(/C=C/c2ccc3cccc([N+](=O)[O-])c3n2)ccc1O	1.4	-1	-3	-8	50	-1.2	-364	-3.2	40
Cc1cc(C)n(-c2nc(NCc3cccnc3)c3c4c(sc3n2)COC(C)(C)C4)n1	0.9	-5	-8	-5	-6	-1.5	7	-0.3	11
CC(C)(C)c1cc(C(=O)NCCN2CCCC2)cc(C(C)(C)C)c1	1.5	5	-4	-14	33	0.8	0	0.3	-5
COc1ccc(-n2c(=O)[nH]c3c(C(N)=O)nc(C4CCCCC4)nc32)cc1	1.2	-1	-7	-1	-33	0.9	-3	-0.3	44
COc1ccc(S(=O)(=O)N2CCCOC2CNC(=O)C(=O)NCc2ccco2)cc1 (configuration not stated)	-0.4	-1	-2	9	23	0.7	-4	-0.3	0
Cc1ccc(C(=O)NCCN2C3=NC[C@H](C(C)C)N3C[C@H]2Cc2ccc(O)cc2)cc1Br	0.3	0	-8	-5	19	0.3	2	-0.4	-28
Cc1[nH]nc(-c2ccc(OCc3cnn(-c4ccccc4)c3)cc2O)c1Oc1ccc(Cl)cc1	0.4	0	-3	-5	52	0.6	-5	0.3	-14
Cc1cc(/C(N)=N/OC(=O)c2cccc(Cl)c2)no1	-0.6	·	8	0	-13	0.0	9	1.6	-13
CCC(NC(=O)c1ccccc1NC(=O)c1ccc(OC)cc1)C(=O)N1CCCC1 (configuration not stated)	-0.8	1	10	20	3	-0.4	-16	-0.6	16
O=C(CC1NCCNC1=O)Nc1ccccc1 (configuration not stated)	1.1	1	8	9	20	1.0	-5	2.1	14
COc1ccc(/C(N)=C/C(=O)C(C)(C)C)cc1	-0.3	0	5	19	-5	-0.8	18	0.7	-4
CN(C)c1ccc(-c2noc(C3CCN(C(=O)Nc4ccc(Cl)cc4)CC3)n2)cc1	0.2	·	-5	12	57	0.7	5	1.3	-24
CCOC(=O)C1(Cc2ccc(OC)cc2)CCN(C(=O)CCn2cccn2)CC1	1.3	·	7	24	12	0.5	-4	-0.1	5
Cc1nc2c(ncn2-c2ccccc2)c(=O)n1NC(=O)CN1CCOCC1	0.9	·	9	-7	-15	0.8	-5	2.0	13
CCc1ccc2c(c1)/C(=N/OC)C(=O)N2	60*	12	2	-7	10	0.5	-5	-0.5	14

One compound at a time, as listed above. Order of values: S1P4 ag | NPY Y1 blocker | NPY2 pot ag | NPY1 pot ag | CHOP inhibitor | TRPML3 ag | S1P4 antag | zfTRPN1 agonist | EP2 mod
CCOC(=O)C1(Cc2ccc(OC)cc2)CCN(C(=O)CCn2cccn2)CC1 is listed as 1.3 | · | 7 | 24 | 12 | 0.5 | -4 | -0.1 | 5
Cc1nc2c(ncn2-c2ccccc2)c(=O)n1NC(=O)CN1CCOCC1 is listed as 0.9 | · | 9 | -7 | -15 | 0.8 | -5 | 2.0 | 13
COc1ccc(-n2c(=O)[nH]c3c(C(N)=O)nc(C4CCCCC4)nc32)cc1 is listed as 1.2 | -1 | -7 | -1 | -33 | 0.9 | -3 | -0.3 | 44

Later entries:
SMILES	S1P4 ag	NPY Y1 blocker	NPY2 pot ag	NPY1 pot ag	CHOP inhibitor	TRPML3 ag	S1P4 antag	zfTRPN1 agonist	EP2 mod
O=C(CN(C1CCCCC1)S(=O)(=O)c1ccc(Br)cc1)NCc1ccncc1	-3.1	-4	-17	16	-34	-0.7	22	-1.4	-2
O=C(NC1CCCCCC1)c1cccc(N2CCCC2=O)c1	-1.5	-2	5	13	-5	-0.3	-13	0.9	6
NC(=O)c1ccc(NC(=O)c2ccc3c(c2)OCO3)cc1	0.4	-3	2	15	8	1.0	-5	0.6	-30
O=C(CNC(=O)c1cccs1)OCC(=O)c1ccc([N+](=O)[O-])cc1	-0.7	3	4	-5	19	-0.5	-13	-1.5	23
